Bioassay records as filed in PubChem.
Menin MLL FP TR = displaces Texas Red mutant MLL peptide from human menin; O00255; Menin + Texas Red MLL mutant peptide, fluorescence polarization; Potency, µM (highest dose often 61.6 µM), inactives show top-dose FP activity change, negative = inhibition, actives largely listed as inhibitors; actives 0.23% (n = 270,000); active = well fitted inhibition curve with a large enough effect in the polarisation, with a control signal flat, not every such curve was filed as active; inconclusive = small, poorly fitted or top-dose-only effect, or effect the other way, or a change in a side signal; inactive = no such curve, though single readings can be large or run the other way; the % refers to the polarisation; also: potency is read from the fitted curve at half-maximal effect; % of control where 0% means no effect; many of its hits are not listed in these tables
Target sequence (O00255 whole entry, looked up): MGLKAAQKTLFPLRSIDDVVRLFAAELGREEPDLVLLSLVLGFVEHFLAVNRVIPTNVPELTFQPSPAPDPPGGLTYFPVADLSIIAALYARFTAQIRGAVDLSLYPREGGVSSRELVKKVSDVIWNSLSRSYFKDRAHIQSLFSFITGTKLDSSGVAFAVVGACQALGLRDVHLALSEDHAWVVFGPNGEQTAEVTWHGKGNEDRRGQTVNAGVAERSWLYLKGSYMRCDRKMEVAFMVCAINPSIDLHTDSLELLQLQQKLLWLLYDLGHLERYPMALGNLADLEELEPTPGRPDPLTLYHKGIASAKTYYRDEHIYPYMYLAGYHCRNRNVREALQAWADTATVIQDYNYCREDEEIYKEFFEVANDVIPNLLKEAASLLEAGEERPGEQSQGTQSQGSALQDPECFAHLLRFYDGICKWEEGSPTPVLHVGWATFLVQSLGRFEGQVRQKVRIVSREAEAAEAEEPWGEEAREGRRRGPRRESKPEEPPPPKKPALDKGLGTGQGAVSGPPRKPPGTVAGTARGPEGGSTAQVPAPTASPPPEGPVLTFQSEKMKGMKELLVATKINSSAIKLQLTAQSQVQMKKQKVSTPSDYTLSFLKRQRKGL
Chronic BCR inh = chronic active BCR signaling inhibition. ABC-DLBCL IkBa-CBG/CBR reporter, luminescence ratio, 4 h. Potency, µM (series often up to 46.1 µM), inactives show top-dose ratio change, negative = lower green/red ratio, most hits filed as inhibitors. actives 0.05% (n = 340,000). AID 493014; active = well fitted inhibition curve with a large enough effect in the signal ratio, with a control signal flat, not every such curve was filed as active; inconclusive = small, poorly fitted or top-dose-only effect, or effect the other way, or a change in a side signal; the % refers to the signal ratio;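 also: potency is read from the fitted curve at half-maximal effect; plate controls were basal doxycycline-induced cells for no effect and cells given 10 µM MG132 for full effect; MG132 reads +100%, hits lower the ratio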
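Cell line TMD8 (human ABC DLBCL), stably expressing tet-inducible CBG68-IkBa fusion and CBR; IMDM/0.5% FBS; cpd up to 46 uM; dox induction, 4 h, 37C/5% CO2; dual luminescence; green/red ratio; MG132 control.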
PKM2 activator = activators of human pyruvate kinase M2 | P14618 | purified PKM2, Kinase-Glo ATP luminescence, activation; response scale: 0% is enzyme alone, no compound | Potency, µM (highest dose often 57.5 µM), inactives show at the top dose activation, actives largely listed as activators | actives 0.34% (n = 260,000); also: potency is read from the fitted curve at half-maximal effect; % is scaled to controls: 0 for no effect and ±100 for the full control effect; nearly all actives have a fitted effect of over 55% in size
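Purified hPK-M2 (>95%) run at intermediate activity with 0.1 mM ADP and 0.5 mM PEP in 50 mM imidazole pH 7.2, KCl, MgCl2; 1 h room temperature. ATP formed read by Kinase-Glo luminescence; normalized to uninhibited and no-enzyme controls.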
GALK inhibitor = galactokinase (human) inhibition; AID 1868; actives 0.007% (n = 270,000); Purified GALK, Kinase-Glo residual ATP luminescence; P51570; Potency, µM (highest dose often 57.5 µM), for the others: at the top dose activity change, negative = inhibition, most hits filed as inhibitors; also: potency is read from the fitted curve at half-maximal effect; % is scaled to controls: 0 for no effect and ±100 for the full control effect
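Galactose (100 uM) and ATP (35 uM) were turned over by 5 nM GALK for 1 h at RT. Kinase-Glo Plus then converted the remaining ATP into a luminescent signal.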
a7 integrin act = activates integrin-mediated alleviation for muscular dystrophy. alpha7betagal myoblasts, beta-gal FDG fluorescence, 48 h. Potency, µM (highest dose often 38.3 µM), inactives show top-dose activation, most hits filed as activators. actives 0.064% (n = 350,000). AID 624291;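 also: potency is read from the fitted curve at half-maximal effect; 100% = response of the positive control SU9516; nearly all actives have a fitted effect of over 60% in size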
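Alpha7betagal+/- myoblasts (passage 13) were plated 16-24 hr, then exposed to compounds (1:260 dilution of DMSO stock) for 48 hours at 37C. After MPER lysis, β-galactosidase reporter activity was read as FDG fluorescence (ex 480/em 540) after 30 minutes.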
S-ASM inh = blocks human secretory acid sphingomyelinase. placental ASM, HMU-PC fluorogenic substrate, 60 min. actives 0.006% (n = 340,000). P17405. AID 504937. Potency, µM (titrated, usually from 57.5 µM), inactives show at the top dose activity change, negative = inhibition, hits mostly inhibitors; also: potency is read from the fitted curve at half-maximal effect
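Fluorescence read-out (Ex 386 nm, Em 447 nm) after stopping the reaction at pH 10. Enzyme: ASM from human placenta; substrate HMU-PC0, 9 uM final; 60 min, 37 °C. Compound preincubation 10 min, ambient temperature.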
Giardia kill = Giardia lamblia killing; Giardia lamblia trophozoite viability; activity change, % at 7.66 µM, hits read low; AID 540267; actives 0.15% (n = 340,000); in the data active = activity change below about -80%; inconclusive = between about -30% and that limit;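 also: parasites exposed to compound for two days anaerobically before the ATP read; % is scaled to controls: 0 for no effect and ±100 for the full control effect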
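Media and compound were dispensed first, then trophozoites at 100 cells/well; plates sat 48 hrs at 37 deg C without oxygen before ATP luminescence reagent was added and read after 15-30 min at room temperature.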
TSG101-PTAP inh = blocks PTAP/TSG101 interaction to inhibit HIV-1 budding. Fluorescence polarization, FITC-PTAP peptide / Tsg101 binding. Potency, µM (doses to about 115 µM), for the others: at the top dose activity change, negative = inhibition, hits mostly inhibitors. 340,000 tested, under 10 active; active = well fitted inhibition curve with a large enough effect in the main read-out, with a control signal flat, not every such curve was filed as active; inconclusive = small, poorly fitted or top-dose-only effect, or effect the other way, or a change in a side signal; inactive = no such curve, though single readings can be large or run the other way; also: potency is read from the fitted curve at half-maximal effect; % of control where 0% means no effect
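Compounds were pin-transferred onto Tsg101 binding domain (10 uM final) in HEPES pH 7.5 buffer, then FITC-PTAP peptide was added at 50 nM final. After 20 min at RT, polarization reported peptide displacement across a qHTS concentration series.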
B2AR arrestin = beta2AR (human) beta-arrestin recruitment activity. P07550. beta-arrestin recruitment to beta2AR, cell-based reporter. Potency, µM (top dose mostly 46.1 µM), for inactives: at the highest dose activation, usual class: activators. actives 0.02% (n = 330,000). AID 492947;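 also: potency is read from the fitted curve at half-maximal effect; 0% = DMSO controls and full agonism = EC100 isoproterenol or metaproterenol; nearly all actives have a fitted effect of over 65% in size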
Target sequence (P07550 whole entry, looked up): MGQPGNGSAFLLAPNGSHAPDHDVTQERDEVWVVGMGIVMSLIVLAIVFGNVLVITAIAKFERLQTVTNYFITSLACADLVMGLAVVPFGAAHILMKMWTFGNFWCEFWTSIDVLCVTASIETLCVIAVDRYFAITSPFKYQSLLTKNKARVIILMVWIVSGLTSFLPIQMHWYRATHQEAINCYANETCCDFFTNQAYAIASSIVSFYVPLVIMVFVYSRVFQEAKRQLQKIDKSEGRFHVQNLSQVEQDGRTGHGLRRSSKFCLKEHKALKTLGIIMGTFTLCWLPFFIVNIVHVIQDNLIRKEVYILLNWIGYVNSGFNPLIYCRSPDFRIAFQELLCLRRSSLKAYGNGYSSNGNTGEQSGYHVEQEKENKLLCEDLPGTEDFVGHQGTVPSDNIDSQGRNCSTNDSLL
Coupling enz = coupling enzyme interference in Giardia aldolase counter-screen | coupling enzyme system counterscreen, AmpLite Red fluorescence | activity change, negative = inhibition, % at 58.2 µM, hits read low | actives 0.67% (n = 290,000); in the data active = activity change below about -30%; also: % is scaled to controls: 0 for no effect and ±100 for the full control effect
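Counterscreen lacking aldolase: glyceraldehyde-3-phosphate coupling-enzyme reagent preincubated 10 min at RT with compound (at 57.5 uM final), then substrate/coupling system with AmpLite Red added; fluorescence read at 525/598 nm after 20 min RT.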
Tb PFK block = T. brucei PFK enzyme inhibition; O15648; T. brucei PFK, ADP-Glo luminescence; Potency, µM (doses to about 57.5 µM), for inactives: at the highest dose activity, negative = inhibition, actives largely listed as inhibitors; actives 0.17% (n = 330,000); AID 485367;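 also: potency is read from the fitted curve at half-maximal effect; 0% = uninhibited 1x PFK enzyme wells and -100% = no-enzyme wells; nearly all actives have a fitted effect of over 60% in size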
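PFK 1.25 nM, F6P 0.5 mM, ATP 0.1 mM, 0.1 M TEA pH 8.0, 5 mM MgCl2, 0.01% Tween20, 0.1% BSA; 45 min RT. ADP-Glo readout. qHTS titration up to 57 uM; curves fitted, compounds curve-classed.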
* marks the source's active call; other numbers are inactive results; ? = inconclusive; nt = no result given; [ ] = another dose, or the depositor's remark. Unless noted, calls follow the shape of the dose curve; as a rule, active = well fitted curve in the direction sought with a large enough effect; inconclusive = small, poorly fitted or top-dose-only effect, or another doubt; inactive = no such curve, though single readings can be large; an effect the other way counts as inactive or inconclusive.

structure	Menin MLL FP TR	Chronic BCR inh	PKM2 activator	GALK inhibitor	a7 integrin act	S-ASM inh	Giardia kill	TSG101-PTAP inh	B2AR arrestin	Coupling enz	Tb PFK block
CCCCNC(=S)Nc1ccc2nc3n(c(=O)c2c1)CCCCC3	9.4%	4.1%	-1.8%	0.6%	-23.5%	-1.1%	3.3	-0.8%	-0.4%	-0.5	3.0%
CCc1ccc(S(=O)(=O)Nc2ccc(-c3ccc4nnc(C)n4n3)cc2)s1	nt	?	nt	nt	?	-5.5%	?	8.2%	-0.9%	nt	4.9%
O=[N+]([O-])c1ccc([N+](=O)[O-])c(Nc2ccc(N3CCOCC3)cc2)c1	?	1.0%	-23.6%	-1.5%	15.2%	-15.5%	-25.8	-2.6%	-0.3%	0.5	1.9%
COc1ccc(C=O)cc1C1=CC(=O)C[C@H](c2ccc(Cl)cc2)C1	nt	4.4%	nt	nt	-14.4%	-3.6%	-6.4	-0.3%	-0.3%	nt	7.3%
CC(=O)N1c2ccc(N=Cc3cc(Br)cc(Br)c3O)cc2CC1C (stereo not given)	nt	-4.1%	-7.1%	-2.0%	nt	nt	nt	nt	-0.3%	-17.4	-21.1%
O=C(Cc1ccccc1)N(c1ccc(F)cc1)C1C=CS(=O)(=O)C1 (stereo not given)	-9.8%	-0.9%	1.2%	-3.4%	19.6%	3.1%	1.9	1.0%	0.3%	-0.5	-1.1%
CC(C)(C)CN1CCNC(=O)C1CC(=O)N1CCOc2ccccc2C1 (stereo not given)	-16.7%	-7.9%	-1.0%	-0.3%	5.9%	35.0%[activator]	-13.5	-0.4%	3.3%	-11.1	0.3%
CN(C)C(CNC(=O)CCS(=O)(=O)c1ccccc1)c1ccccc1 (stereo not given)	18.5%	0.5%	nt	0.7%	-4.3%	-3.2%	2.3	1.1%	0.3%	2.6	-5.5%
O=C(O)CC(NC(=O)OCc1ccccc1)c1ccccc1 (stereo not given)	-6.7%	?	5.4%	5.8%	21.8%	3.2%	-12.3	-6.5%	-0.5%	11.2	1.2%
CCCCCC(=O)Nc1nc(C)c(-c2csc(Nc3ccc(Cl)cc3)n2)s1	?	15.0%	-1.1%	-0.4%	-16.1%	0.5%	22.8	-1.1%	-0.5%	2.4	-2.5%
CCCc1cc(=O)oc2cc(C)cc(OC(C)C(=O)NCCN3CCOCC3)c12 (stereo not given)	nt	0.7%	nt	-6.8%	-2.0%	-0.4%	0.1	-9.9%	-0.7%	nt	-3.0%
COC(=O)C1CN(C(=O)C(C)Oc2cccc(C)c2C)c2ccccc2O1 (stereo not given)	-2.8%	0.1%	nt	-5.8%	40.0%	-1.1%	1.5	-10.5%	-0.8%	0.0	6.5%
O=C(NCc1cccc(Cl)c1)N1CCN(S(=O)(=O)c2ccccc2F)CC1	9.2%	2.1%	14.1µM*	-2.1%	1.0%	1.6%	3.5	-4.0%	-0.1%	0.3	-18.9%
CC1CC(C)CN(C(=O)COC(=O)CNC(=O)C23CC4CC(CC(C4)C2)C3)C1 (stereo not given)	nt	-3.3%	nt	nt	3.0%	4.6%	-9.3	0.5%	-0.2%	nt	8.0%
CC1CCN(c2ccc(NC(=S)NC(=O)c3ccc(-c4cccc([N+](=O)[O-])c4)o3)cc2)CC1	?	-2.4%	-0.8%	-2.8%	22.2%	-7.4%	6.4	-3.7%	0.4%	1.4	2.1%
CCOc1ccc(NC(=S)NC(=O)c2cccnc2)c([N+](=O)[O-])c1	11.5%	-2.0%	-1.0%	-3.1%	-21.7%	-2.4%	-5.7	-3.4%	0.1%	-0.6	0.5%
O=C(CN1CCN(C/C=C/c2ccccc2)CC1)NCc1ccccc1	-24.7%	-2.2%	1.6%	5.9%	0.0%	-2.1%	3.3	-0.9%	0.0%	1.6	-2.4%
O=C(Nc1nnc(-c2ccc3c(c2)CCCC3)o1)C1CCCCC1	7.3%	-4.4%	3.6%	-0.2%	22.9%	-4.9%	-8.6	-0.6%	0.0%	-1.9	-2.3%
COc1ccc(/C=C/C(=O)NC(=S)N2CCN(c3ccccc3OC)CC2)cc1	nt	2.2%	0.8%	-2.1%	-10.0%	3.8%	10.2	-3.4%	-0.9%	5.0	0.9%
O=C(COc1ccccc1[N+](=O)[O-])OCCCOC(=O)COc1ccccc1[N+](=O)[O-]	nt	2.5%	-0.4%	-5.7%	7.3%	-2.1%	-14.5	-0.4%	-0.4%	nt	-3.0%
CC(=O)c1ccn(S(=O)(=O)c2ccccc2)c1	0.9%	-1.0%	?	1.8%	3.9%	4.1%	-2.4	-2.3%	-1.1%	4.2	0.6%
Cc1cc(S(=O)(=O)NCc2ccccc2)ccc1OCC(=O)N1CCCC1	nt	-4.4%	2.4%	-2.5%	33.3%	-1.6%	23.2	-1.8%	0.1%	nt	1.1%
c1ccc(Cn2nnnc2C(c2ccncc2)N2CCOCC2)cc1 (stereo not given)	9.3%	1.0%	-3.4%	-0.3%	-18.0%	5.0%	0.1	-2.7%	0.2%	-1.0	-6.6%
Cc1nnc(Oc2ccccc2)c2ccccc12	5.6%	?	2.3%	-1.7%	-4.4%	0.0%	-3.6	-15.4%	-0.4%	1.5	2.4%
COc1ccccc1-n1c(CNC(=O)c2ccco2)nnc1SCC(=O)Nc1ccc(F)cc1	13.3%	?	-2.2%	-0.2%	-3.9%	1.1%	-5.5	-4.0%	0.2%	2.8	-3.8%
CCOc1ccc(NC(=O)c2cc(SC)ccc2Cl)cc1	10.1%	?	2.4%	-0.5%	6.7%	-1.2%	5.6	0.0%	-0.8%	2.7	0.1%
CC(C)(C)NS(=O)(=O)c1ccc(CCC(=O)Nc2cc(Cl)ccc2Oc2ccccc2)cc1	-5.9%	?	5.9%	-2.2%	-35.5%	-12.0%	18.2	-1.6%	0.0%	-0.3	-0.9%
COc1cccc(/C=C/C(=O)OCC(=O)c2c[nH]c3ccccc23)c1OC	?	-13.9%	1.6%	-2.8%	-13.7%	-1.0%	13.1	0.8%	0.3%	-0.6	0.2%
COc1ccc(NC(=O)c2ccc(NS(=O)(=O)c3cccc4cccnc34)cc2)cc1	?	?	nt	-5.3%	12.2%	2.6%	14.1	-2.9%	5.0%	-2.1	1.5%
Cc1ccc(C)c(SCC(=O)Nc2cccc(S(=O)(=O)NC3=NCCCCC3)c2)c1	-6.8%	-3.8%	1.0%	4.0%	-10.1%	3.6%	6.1	-4.7%	-0.2%	-1.1	-0.4%
O=S(=O)(Nc1ccncc1Cl)c1ccc2ccccc2c1	-5.4%	5.0%	-2.7%	0.4%	21.8%	4.8%	6.3	-3.1%	0.3%	13.3	-0.8%
C=CCN(c1ccc(F)cc1)S(=O)(=O)c1cc(C(=O)OCC(=O)N(C)C2CCS(=O)(=O)C2)ccc1Cl (stereo not given)	nt	2.7%	0.6%	5.4%	0.0%	-1.9%	-1.8	-1.7%	0.1%	10.1	-5.2%
N#C/C(C(=O)N1CCCCC1)=C1\Nc2ccccc2S1	3.2%	?	-8.1%	0.9%	26.3%	-2.2%	-14.8	-1.9%	0.0%	0.5	-17.6%
COc1ccc(C2CC3(O)CC(C#N)(C(=O)N3)C2(C#N)C#N)cc1 (stereo not given)	nt	3.8%	-2.5%	6.6%	19.7%	3.7%	-3.5	-3.7%	-0.7%	1.5	0.4%
CCNC(=O)CC1C(=O)N(CC)C(=S)N1NC(=O)c1ccc(Cl)cc1 (stereo not given)	-8.2%	-2.8%	-13.7%	-0.8%	0.0%	7.3%	-9.7	-5.7%	0.4%	-2.6	-0.5%
Cc1ccc(-n2c(=S)[nH]c3sc4c(c3c2=O)CCc2ccccc2-4)cc1	19.0%	-11.5%	-13.1%	-2.6%	13.0%	0.6%	22.2	-5.0%	-0.2%	0.3	8.3%
Cc1ccc(Cl)cc1NC(=O)COC(=O)CC1CC2CCC1C2 (stereo not given)	-5.4%	?	-2.1%	0.6%	-3.0%	0.7%	-2.6	-4.6%	0.6%	-1.3	4.1%
CCN(CCCNC(=O)CCCCn1c(=O)[nH]c2ccccc2c1=O)c1ccccc1	-0.7%	?	-1.2%	-1.1%	-35.0%	-0.7%	3.9	-4.7%	0.0%	-5.0	-0.4%

Some of the compounds tested. The share of hits here may be higher or lower than overall.
